Screening results deposited in PubChem by several laboratories.
Lung fibro prol – antiproliferative effect on LL 47 fibroblasts – human, LL 47 cells, CellTiter-Glo luminescence, primary screen | LL 47 human lung fibroblast viability, ATP luminescence; stronger effect = lower value | viability, % at 10 µM | 85,000 compounds, 1.1% hits;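 active = viability at or below 50% in the single dose screen; inactive = viability above 50%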;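 also: compound exposure lasted 72 h before the ATP readout; 100% = median luminescence of untreated cell-only wells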
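material = human LL 47 lung fibroblast cells | dosing = compounds added from tenfold dosing solution, 0.1% DMSO final | timing = overnight cell rest, 72 h compound treatment at 37 °C | measured by = CellTiter-Glo luminescence measuring cellular ATP | evaluation = % viability versus median cells-only luminescence | control set = cell-only wells, no compound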
TNFa cytotox – cytotoxicity in TNFa-stimulated HUVEC, primary screen, cytotoxicity control for VCAM1 expression modulator project, imaging, Hoechst nuclei count | HUVEC TNFalpha-stimulated, Hoechst cell count | cell count reduction, % at 2 µM | 93,000 compounds, 0.17% hits | AID 848, 2007;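 active = cell count reduction exceeding the screen mean by over 5 SD, scaled to untreated wells per plate, cut at about 78% in these data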;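 also: cells counted after 24 h of TNF alpha exposure following the 1 h pretreatment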
Smad3 FoxH1 inh – Smad3/FoxH1 peptide binding inhibitors, primary screen, biochemical, TR-FRET | Mothers against decapentaplegic homolog 3 (Homo sapiens), P84022 | TR-FRET Smad3/Dy647-FoxH1 peptide binding, europium anti-His | inhibition, % at 25 µM | 88,000 compounds, 0.29% hits | AID 630, 2007;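 active = compounds that reduce the energy-transfer binding signal between the protein and its labelled peptide by more than half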;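 also: 0% = Smad3 plus labelled peptide maximal FRET and 100% = peptide-only background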
HUVEC tox IL1B – cytotoxicity in IL-1B stimulated HUVEC, primary screen, cytotoxicity control for IL-1B NFkB translocation project, imaging, Hoechst nuclear count, IL-1B stimulus. HUVEC cell count loss. cell count reduction, % at 2 µM. 94,000 compounds, 0.41% hits;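 active = cell count reduction more than 3 SD above the screen-wide mean, cut at about 70% in these data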;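 also: normalized per plate to untreated control cells as the no-loss baseline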
VCAM1 TNFa inh – inhibitors of TNFa-induced VCAM1 expression, primary screen, imaging, HUVEC, TNFa stimulus, immunofluorescence; HUVEC TNFa-induced VCAM-1 immunofluorescence, high-content imaging; inhibition, % at 2 µM; 95,000 compounds, 0.48% hits;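 active = inhibition above the batch mean plus 3 SD, with images confirmed as a hit by eye, cut at about 37% in these data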;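 also: 0% = TNF-stimulated DMSO wells and 100% = unstimulated control wells; not every result past the cut was called active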
HUVEC inhibit – inhibitors of HUVEC proliferation, primary screen, cell-based, 384-well; 86,000 compounds, 1.1% hits; viability, % at 10 µM (by protocol); AID 648, 2007; CellTiter-Glo luminescence, 72 h; stronger effect = lower value;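 active = viability at or below 30%; inactive = viability above 30%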;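 also: 100% = median luminescence of DMSO-only cell control wells on each plate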
H69AR inhibit – proliferation blockers of H69AR lung cancer cells, primary screen, cell-based, human, 86K library; H69AR lung tumor viability, ATP luminescence, 72 h; stronger effect = lower value; viability, % at 10 µM; 85,000 compounds, 6% hits;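 active = viability at or below 40%; inactive = viability above 40%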;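 also: multidrug resistant small cell line overexpressing MRP-1 efflux transporter; 100% = mean luminescence of untreated control wells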
F-actin modifier – modifiers of F-actin cytoskeleton organization, primary screen, imaging, HUVEC, phalloidin staining, high-content imaging; AID 836, 2007; inhibition, % at 2 µM; 91,000 compounds, 0.18% hits; HUVEC TNFa F-actin phalloidin imaging;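 active = inhibition above the batch mean plus 3 SD and confirmed as a hit by visual image inspection, cut at about 30% in these data, passing the limit was not always enough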; also: strong numbers were not always called active
Pyk2 oligo antag – antagonists of Pyk2 self-association, primary screen, Q293 cells, FERM NanoBiT luminescence, HTS | 99,000 compounds, 0.83% hits | AID 1347419, 2020 | z-score (the deposit names both 25 µM and 10 µM) | stronger effect = lower value;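 active = Z-score of -3 or lower, scaled per plate to the spread of control and sample wells; inactive = z-score above -3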;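 also: negative z-score means lost luminescence so less FERM oligomerization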
Target sequence (Q14289 whole entry, looked up): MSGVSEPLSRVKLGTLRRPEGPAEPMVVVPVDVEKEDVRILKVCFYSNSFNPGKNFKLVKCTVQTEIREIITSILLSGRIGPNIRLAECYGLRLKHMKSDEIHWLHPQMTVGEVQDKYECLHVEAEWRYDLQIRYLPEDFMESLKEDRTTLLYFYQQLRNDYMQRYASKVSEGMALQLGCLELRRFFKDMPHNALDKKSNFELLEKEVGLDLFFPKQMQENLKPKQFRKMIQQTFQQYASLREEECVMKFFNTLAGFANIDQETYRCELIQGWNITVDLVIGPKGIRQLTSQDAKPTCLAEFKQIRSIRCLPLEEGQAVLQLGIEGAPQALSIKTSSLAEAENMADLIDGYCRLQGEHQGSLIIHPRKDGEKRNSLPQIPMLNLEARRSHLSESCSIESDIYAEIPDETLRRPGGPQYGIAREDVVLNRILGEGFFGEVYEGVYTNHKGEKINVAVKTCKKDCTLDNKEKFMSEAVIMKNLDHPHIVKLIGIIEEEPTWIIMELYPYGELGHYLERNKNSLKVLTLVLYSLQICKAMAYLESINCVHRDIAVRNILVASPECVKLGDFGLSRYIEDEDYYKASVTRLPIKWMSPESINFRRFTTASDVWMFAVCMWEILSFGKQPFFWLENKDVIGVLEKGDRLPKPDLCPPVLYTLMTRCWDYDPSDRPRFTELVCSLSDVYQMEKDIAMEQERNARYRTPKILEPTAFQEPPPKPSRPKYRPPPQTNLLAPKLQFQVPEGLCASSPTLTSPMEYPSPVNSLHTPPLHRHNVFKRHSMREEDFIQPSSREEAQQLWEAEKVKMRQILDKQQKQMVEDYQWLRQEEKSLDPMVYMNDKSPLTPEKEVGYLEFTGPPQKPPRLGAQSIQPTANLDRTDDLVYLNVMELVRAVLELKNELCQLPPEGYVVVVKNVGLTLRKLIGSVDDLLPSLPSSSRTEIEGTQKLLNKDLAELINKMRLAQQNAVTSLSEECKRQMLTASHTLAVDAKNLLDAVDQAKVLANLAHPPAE
Active calls of the source: *; x = no result given; [ ] = dose if it differs, or a comment. This is a subset; count on the stated rates, not on these rows.

Every second line gives: Lung fibro prol | H69AR inhibit | HUVEC tox IL1B | TNFa cytotox | HUVEC inhibit | Smad3 FoxH1 inh | F-actin modifier | Pyk2 oligo antag | VCAM1 TNFa inh
#1 CC(=O)Nc1cccc(NC(C)=O)n1
    95 | 88 | -32 | 2 | 96 | 4 | -17 | -0.56 | 5
#2 CCN1CCN(c2cc(C)c3cc(NC(=O)c4cnccn4)ccc3n2)CC1
    99 | 104 | -3 | -22 | 96 | -8 | -3 | x | 15
#3 Cc1ccc(C)c(CN2C(=O)C(C)Oc3ccc(C)cc32)c1 (stereo not drawn)
    x | x | -16 | -10 | x | x | 5 | -0.85 | 1
#4 Cc1ccccc1NC(=O)C1CC(=O)N(c2ccccc2F)C1 (stereo not drawn)
    96 | 101 | x | -7 | 91 | 2 | 1 | -0.25 | 7
#5 COC(=O)C1CCN(C(=O)COc2ccc(Cl)cc2)CC1
    95 | 95 | -27 | -18 | 100 | -11 | 15 | 0.22 | 2
#6 CC(C)(C)C1CCC(=NNc2ncc(C(F)(F)F)cc2Cl)CC1 (stereo not drawn)
    x | x | 24 | 1 | x | x | -8 | 0.17 | 6
#7 CC1=NC2(CCCc3c2no[n+]3[O-])N(O)C1(C)C (stereo not drawn)
    86 | 95 | -13 | -7 | 93 | -12 | 5 | 1.1 | 1
#8 CCCC1CCC(C(=O)Nn2cnc3ccccc3c2=O)CC1 (stereo not drawn)
    98 | 100 | -5 | x | 94 | -4 | 5 | 0.31 | -6
#9 Cc1ccccc1OCC(=O)Nc1ccc(C(N)=O)cc1
    107 | 105 | -10 | x | 100 | 1 | -2 | 0.51 | -7
#10 CCCc1cc(=O)n2[nH]c(NCc3ccc(Cl)cc3Cl)nc2n1
    99 | 96 | 8 | -30 | 85 | 6 | 5 | -0.33 | -2
#11 CC(C)(C)NC(=O)C(c1ccncc1)N(C(=O)CNC(=O)c1ccco1)c1ccc2c(c1)OCO2 (stereo not drawn)
    x | x | 5 | -1 | x | x | -16 | 0.06 | -9
#12 CC(=O)Nc1ccccc1-c1nc2ccc(C(=O)N3CCN(c4ccccc4)CC3)cc2[nH]c1=O
    104 | 92 | -49 | -6 | 103 | 8 | -13 | x | 9
#13 CCOC(=O)c1c(NC(=O)Cn2c(C)nc3ccccc32)sc2c1CCC2
    69 | 36* | -2 | 0 | 83 | -3 | 3 | -0.36 | -10
#14 COc1ccc(-c2csc(N(CC3CCCO3)C(=O)c3ccc(C)cc3)n2)cc1 (stereo not drawn)
    98 | 99 | 33 | -17 | 101 | 10 | -11 | -0.83 | 9
#15 COc1ccc(OCc2cccc(C(=O)Nc3cc(C)on3)c2)cc1
    104 | 79 | 1 | -9 | 88 | 9 | -23 | 0.4 | 4
#16 O=C(CSc1nnc(-c2ccc3c(c2)OCCO3)o1)NC1CCCCC1
    93 | 83 | 9 | -20 | 79 | -61 | 4 | x | -4
#17 Cc1ccc(S(=O)(=O)NCC(=O)N2CCC(C)CC2)cc1
    99 | 100 | 3 | -4 | 100 | -4 | -22 | x | 5
#18 CCN1CCN(C(=O)CN(CC)S(=O)(=O)c2ccc(Cl)cc2)CC1
    99 | 101 | -10 | -2 | 104 | 13[fluorescence artefact?] | -5 | -1 | 11
#19 COc1c(N)c2ccccc2[nH]c1=O
    104 | 89 | x | x | 91 | -10 | x | 0.16 | x
#20 O=C(Nc1nc(-c2ccc(S(=O)(=O)N3CCCC3)cc2)cs1)C1COc2ccccc2O1 (stereo not drawn)
    99 | 77 | -12 | -17 | 75 | -1 | -18 | 0.13 | 6
#21 COc1cc(C(c2c(C)[nH][nH]c2=O)c2c(C)[nH][nH]c2=O)ccc1OCc1ccc([N+](=O)[O-])cc1
    93 | 91 | 3 | 5 | 83 | 15 | 10 | 0.33 | -13
#22 CC1(C(=O)O)COC(c2ccc([N+](=O)[O-])cc2)OC1 (stereo not drawn)
    103 | 93 | -6 | -16 | 98 | 10 | 12 | 0.6 | -16
#23 O=C(COC(=O)c1c2ccccc2cc2ccccc12)Nc1ncc(C(F)(F)F)cc1Cl
    110 | 97 | 3 | -7 | 94 | 0[fluorescence artefact?] | x | -0.08 | 11
#24 Cc1ccc(-c2ccc(=O)n(CC(=O)Nc3cccc(C(=O)N4CCN(C)CC4)c3)n2)cc1
    108 | 78 | 5 | -19 | 89 | 12 | 8 | -0.77 | -5
#25 CCN(CC)C(=O)CN(C)S(=O)(=O)c1cccc2nsnc12
    103 | 86 | -23 | -16 | 97 | 4 | -36 | -0.21 | -5
#26 Cc1nc(SCC(=O)N(C)Cc2ccco2)c2c(C)c(C)sc2n1
    x | 62 | -14 | -8 | 84 | 0 | 14 | 0.18 | 1
#27 Cc1ccc(CNC(=O)CSc2c3c(nc4cc(Cl)ccc24)CCCC3)o1
    87 | 2.7* | 17 | -18 | 82 | 16 | -2 | -0.42 | 45
#28 Cc1nc2ccccc2n1CC(O)COC1CCCCC1 (stereo not drawn)
    100 | 100 | -28 | -13 | 102 | 2 | 9 | -0.42 | -3
#29 O=C(CSc1nnc2ccccn12)N1CCc2ccccc2C1
    102 | 101 | x | x | 96 | -5 | x | -0.85 | x
#30 OC(CNCC1CCCO1)Cn1c2ccc(Br)cc2c2cc(Br)ccc21 (stereo not drawn)
    3.0* | 1.1* | -30 | 5 | 3.2* | 8 | -4 | -0.1 | -28

Some of the entries above, set out differently.
cpd	Compound	Lung fibro prol	H69AR inhibit	HUVEC tox IL1B	TNFa cytotox	HUVEC inhibit	Smad3 FoxH1 inh	F-actin modifier	Pyk2 oligo antag	VCAM1 TNFa inh
15	COc1ccc(OCc2cccc(C(=O)Nc3cc(C)on3)c2)cc1	104	79	1	-9	88	9	-23	0.4	4
3	Cc1ccc(C)c(CN2C(=O)C(C)Oc3ccc(C)cc32)c1 (stereo not drawn)	x	x	-16	-10	x	x	5	-0.85	1
21	COc1cc(C(c2c(C)[nH][nH]c2=O)c2c(C)[nH][nH]c2=O)ccc1OCc1ccc([N+](=O)[O-])cc1	93	91	3	5	83	15	10	0.33	-13
29	O=C(CSc1nnc2ccccn12)N1CCc2ccccc2C1	102	101	x	x	96	-5	x	-0.85	x

(more compounds)
Every second line gives: Lung fibro prol | H69AR inhibit | HUVEC tox IL1B | TNFa cytotox | HUVEC inhibit | Smad3 FoxH1 inh | F-actin modifier | Pyk2 oligo antag | VCAM1 TNFa inh
#31 Cc1cc2c(cc1C)CSC(c1ccccc1OC(=O)C(C)(C)C)SC2
    x | x | 5 | -38 | x | x | -4 | -0.28 | -23
#32 Nc1ccc(C2CCCc3nonc32)c2nonc12 (stereo not drawn)
    97 | 93 | 3 | -10 | 99 | 9 | -2 | 1.2 | -18
#33 Cc1ccc(C(=O)NCC(=O)NCC(=O)OCC(=O)c2ccc([N+](=O)[O-])cc2)cc1
    x | x | -77 | -7 | x | x | -11 | 1.2 | 0
#34 CCC(=O)Nc1nnc(-c2ccncc2)s1
    111 | 90 | 2 | -69 | 117 | 3 | x | -0.49 | -3
#35 CCOc1ccc(NC(=O)CN(C)CC(=O)Nc2cc(Cl)ccc2C#N)cc1OCC
    97 | 66 | 19 | -5 | 95 | 7 | 8 | 0.03 | 32
#36 CC1CC(C)CN(S(=O)(=O)c2cccc(C(=O)OCCN3CCCC3=O)c2)C1 (stereo not drawn)
    103 | 96 | 4 | -17 | 101 | -3 | 6 | 1.1 | 15
#37 C(=N\Nc1nn[nH]n1)/c1ccccc1
    102 | 89 | 10 | 17 | 94 | 3 | -12 | 0.65 | 6
#38 CC1CCCN(c2nc3c(c(=O)n(C)c(=O)n3C)n2CCSc2nc3ccccc3o2)C1 (stereo not drawn)
    90 | 51 | 9 | x | 95 | 7 | x | 0.53 | x
#39 COC(=O)C(CCCCNC(=O)OCc1ccccc1)NC(=O)CN (stereo not drawn)
    103 | 90 | 33 | 14 | 96 | 6 | 6 | 0.13 | -23
#40 COc1ccc(C(=O)COC(=O)CCN=C2NS(=O)(=O)c3ccccc32)cc1OC
    x | 94 | -2 | -11 | 100 | 0 | -1 | 1.6 | -13
#41 CC(=O)Nc1ccc(S(=O)(=O)N2CCN(S(=O)(=O)N3CCCCCC3)CC2)cc1
    107 | 95 | 26 | -5 | 100 | 7 | 7 | -0.24 | -21
#42 COc1ccc(NC(=O)c2ccc3c(=O)n(Cc4ccco4)c(=S)[nH]c3c2)c(OC)c1
    104 | 42 | -6 | 8 | 79 | 0 | 1 | -0.73 | 10
#43 CCCC(=O)N(Cc1cc2cc(C)ccc2[nH]c1=O)c1ccccc1OC
    102 | 91 | -8 | -1 | 92 | 7 | 14 | -2.3 | 2
#44 COc1ccc(NC(=O)N2CCC(c3nc(-c4cccs4)no3)CC2)cc1
    107 | 80 | -2 | -5 | 91 | 4 | 0 | -0.3 | 19
#45 CCCN(CCC)S(=O)(=O)c1ccc(C(=O)N2CCC(=O)c3ccccc32)cc1
    x | 54 | -5 | -16 | 91 | -1 | -8 | -1.3 | -16
#46 O=C(Cn1cc([N+](=O)[O-])cn1)Nc1ccccn1
    x | x | -47 | 3 | x | x | 28 | 0.16 | -2
#47 COc1ccccc1CCNC(=O)c1cnccn1
    98 | 88 | -13 | -6 | 75 | -9 | -6 | 0.53 | 0
#48 CCc1ccc(NC(=O)c2ccc(C3SCC(=O)N3CCc3ccccc3)cc2)cc1 (stereo not drawn)
    x | x | 1 | 8 | x | x | -3 | -0.21 | 18
#49 CCc1cccc2c(=O)c(C(=O)NCCN3CCOCC3)c[nH]c12
    99 | 96 | 17 | -7 | 95 | 1 | 2 | 0.85 | 0
#50 CCC(=O)N1CCN(c2ccccc2NC(=O)c2ccc(OC)c(Cl)c2)CC1
    106 | 54 | -19 | -46 | 100 | -12 | x | -0.26 | 13
#51 O=C(CCc1ccccc1)NC(=S)Nc1cc(C(F)(F)F)ccc1N1CCOCC1
    x | x | -12 | -10 | x | x | -4 | -1.6 | -7
#52 CCc1nnc(SCc2cn3c(C)cc(C)nc3n2)n1N
    95 | 99 | -26 | 5 | 109 | -9 | 13 | -1.5 | 8
#53 O=[N+]([O-])c1ccc(Sc2nccn2Cc2ccccc2)cc1
    x | x | -12 | 14 | x | x | 9 | -0.06 | -11
#54 Cc1nn(CCC(=O)NNC(=S)Nc2cccc(Cl)c2)c(C)c1[N+](=O)[O-]
    100 | 90 | 7 | -17 | 93 | 8[fluorescence artefact?] | -2 | 0.38 | 38
#55 COC(=O)c1sccc1NC(=O)CN(C)NS(=O)(=O)c1ccc(F)cc1
    x | x | -17 | 26 | x | x | -11 | 0.26 | 21
#56 O=C(c1cccc(F)c1)N1CCN(c2cc(N3CCCCC3)c(F)cc2[N+](=O)[O-])CC1
    x | x | -26 | 15 | x | x | 16 | 1.4 | -5
#57 Cc1cc(C)n2nnnc2c1C#N
    98 | 95 | -8 | -16 | 104 | 5 | 53 | 0.33 | 3
